Assay outcomes deposited in PubChem by several laboratories.
HT1080 viability = HT1080 cell viability loss – fluorescence readout (AID 620) | HT1080 viability, fluorescence; higher % means a stronger effect | cytotoxicity, % at 10 µM; hits with a dose series show EC50 in µM | 87,000 tested, 0.42% active;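 further: cells exposed to compound overnight then 4 h with Alamar Blue; 0% = vehicle DMSO and 100% = killing control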
HPDE-C7K KRASV12 = cytotoxicity in KRAS-transformed pancreatic duct cells, primary screen, cell-based, fluorescence, HTS (AID 431); HPDE-C7K KRASV12 cells, Alamar Blue viability, 48 h; higher % means a stronger effect; cytotoxicity, % at 10 µM; hits with a dose series show EC50 in µM; 63,000 tested, 1.7% active;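 active means compounds whose percent cytotoxicity in the single-dose primary screen, scaled between solvent and toxic-drug controls, exceeds 50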;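 further: 0% = DMSO solvent wells and 100% = doxorubicin-treated wells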
MK inhibit = inhibitors of Streptococcus pneumoniae mevalonate kinase; purified MK, PK/LDH-coupled NADH absorbance 340 nm; inhibition, % at 10 µM; 65,000 tested, 0.48% active;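 active means ranked among the strongest by inhibition in the single 10 µM screen, a fixed top-ranked set picked for dose follow-up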; further: no value below 0 was filed
LYP phosphatase = LYP phosphatase inhibitors, primary screen, biochemical, DiFMUP fluorescence, recombinant catalytic domain, 10 µM (AID 606); 52,000 tested, under 10 active; one-dose inhibition, % at 10 µM; IC50 in µM for titrated hits; recombinant LYP catalytic domain, DiFMUP fluorescence; higher % means a stronger effect;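 active means IC50 under 40 µM in the dose-response test; inactive means IC50 of 40 µM or more, or never dose-tested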
Spn PMK inh = inhibitors of Streptococcus pneumoniae phosphomevalonate kinase; AID 539; 65,000 tested, 0.49% active; inhibition, % at 10 µM; purified PMK, PK/LDH-coupled NADH absorbance 340 nm;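 active means top-ranked compounds by inhibition in the single 10 µM screen, taking a fixed number of the strongest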;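 further: 0% = full reaction with DMSO carrier and 100% = background rate without enzyme reaction; no value below 0 was filed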
Spn DPM-DC inh = blocks S. pneumoniae diphosphomevalonate decarboxylase | calls only at 10 µM | purified DPM-DC, PK/LDH coupled NADH fluorescence | 65,000 tested, 0.49% active;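 active means the 320 compounds with the highest percent inhibition in the single-dose primary screen, excluding strongly autofluorescent ones, cut at about 32% in these data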;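 further: kinetic rate of NADH fluorescence loss reporting ADP formed by the decarboxylase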
HPDE-C7 viability = HPDE-C7 pancreatic duct cell viability loss – fluorescence, HTS (AID 430). HPDE-C7 pancreatic duct cells viability, fluorescence; higher % means a stronger effect. one-dose cytotoxicity, % at 10 µM; EC50 in µM for titrated hits. 63,000 tested, 1.8% active;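 further: cells exposed to compound for 48 hours before viability readout; 0% = vehicle and 100% = reference cytotoxic drug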
Alkaline phosphatase = human TNAP enzyme inhibitors, biochemical, luminescent (AID 518). purified TNAP enzyme, luminescent substrate readout; higher % means a stronger effect. 64,000 tested, 0.09% active. one-dose inhibition, % at 20 µM; IC50 in µM for titrated hits; in the data active means a potency from the dose series; inactive means the rest, 99 in 100 with inhibition below about 22%;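 further: plate controls were vehicle for no effect and reference inhibitor for full effect; many of its hits are not listed in these tables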
Bfl-1 inhibitors = displacement of Bid BH3 peptide from Bfl-1 – biochemical, fluorescence polarization, FITC-Bid, mouse, primary screen (AID 432). FITC-Bid BH3 peptide fluorescence polarization displacement; higher % means a stronger effect. displacement, % at 20 µM; hits with a dose series show IC50 in µM. 64,000 tested, 0.02% active; in the data active means a potency from the dose series; inactive means the rest, 99 in 100 with displacement below about 15%; further: strong numbers were not always called active
Spn PMK inh pilot replicates = second read-out of Spn PMK inh, no call of its own (marks repeat the call); inhibition, %; measured here: pilot screen replicates
MK inhibit pilot replicates = further read-out of MK inhibit, marked with its call; inhibition, %; measured here: pilot screen replicates
Spn DPM-DC inh pilot screen % = also measured in Spn DPM-DC inh; calls as there; inhibition, %; measured here: pilot screen trials
Active calls of the source: *; i = inactive; · = no result given; + = active, no number. Unless noted, no stated cut-off is given here; in the data, active means cytotoxicity above about 50%; inactive means the rest. Rows are unselected, and some 3.5% of all compounds hit somewhere here.

SMILES	HT1080 viability	HPDE-C7K KRASV12	MK inhibit	LYP phosphatase	Spn PMK inh	Spn DPM-DC inh	HPDE-C7 viability	Alkaline phosphatase	Bfl-1 inhibitors	others
Cc1ccc(C2CC(=O)N3CN(Cc4ccco4)CSC3=C2C#N)cc1 (stereo not given)	1%	3%	9	11%	9	i	-5%	-1%	4%
CC1CCc2nn(CC(=O)NCc3ccco3)cc2C1 (stereo not given)	0%	-3%	6	-5%	0	i	-14%	11%	-2%
COC(=O)c1ccccc1NC(=O)CNC(=O)c1ccco1	2%	-7%	0	15%	0	i	2%	1%	-1%
Cc1cc(NC(=O)C23CCC(C)(c4nc5cc(Cl)c(Cl)cc5nc42)C3(C)C)no1 (stereo not given)	8%	16%	0	1%	3	i	0%	21%	-3%	Spn PMK inh pilot replicates=4.5;MK inhibit pilot replicates=0.0;Spn DPM-DC inh pilot screen %=1.5
CCC(=O)Nc1ccc(N2CCN(C(=O)c3ccccc3C)CC2)cc1	-1%	2%	4	4%	0	i	-5%	8%	6%
CCC1(C)CC(c2csc(N)n2)CCO1 (stereo not given)	0%	2%	9	-1%	0	i	-4%	9%	-4%
CCc1ccc(C(=O)NCc2cccs2)s1	0%	0%	27	-7%	5	i	2%	2%	-2%
Cc1cc(NC(=O)c2cnc3ccccn3c2=O)no1	-17%	-7%	0	·	15	i	-6%	3%	-8%
Cn1c(=O)[nH]c(=O)c2c1nc(NC1CCCCC1)n2CCO	5%	5%	0	·	1	i	-4%	6%	-5%
Cn1c(SCc2nc3ccccc3s2)nnc1-c1cccs1	4%	-3%	6	7%	0	i	-2%	6%	-1%
C=CCOc1ccc(/C(O)=C2/C(=O)C(=O)N(CCN3CCOCC3)C2c2ccc(C)cc2)cc1 (stereo not given)	8%	-18%	11	4%	6	i	-1%	13%	-4%
Cc1nc(N2CCN(Cc3ccccc3)CC2)[nH]c(=O)c1C	15%	0%	2	2%	0	i	-3%	-1%	6%
COc1ccc(C(=O)N(CN2CCCC2=O)c2ccccc2OC)cc1OC	-6%	-21%	6	·	1	i	-8%	-1%	3%
CC1CN(S(=O)(=O)c2ccc(C(=O)Nc3sc4c(c3C(N)=O)CCN(C)C4)cc2)CC(C)O1 (stereo not given)	-1%	-14%	0	·	2	i	-24%	16%	2%
CS(=O)(=O)c1nc(-c2ccccc2)cc(C(F)(F)F)n1	59%*	4.8µM*	3	5%	0	i	4.4µM*	5%	37%
Cc1cccc(N2CCN(C(=O)CCCn3c(=S)[nH]c4cc5c(cc4c3=O)OCO5)CC2)c1C	-9%	18%	3	-4%	8	i	34%	8%	-2%
COCC(=O)Nc1nnc(COc2ccccc2)s1	-2%	9%	10	-4%	2	i	6%	8%	1%
CCOC(=O)c1ccc(CNC(=O)c2cc(C(C)(C)C)oc2C)o1	-6%	1%	2	15%	4	i	-9%	4%	-6%
CN(Cc1ccccc1)c1nc2c(c(=O)[nH]c(=O)n2C)n1CCCSc1ncccn1	0%	28%	13	3%	6	i	9%	10%	-8%
CSCC[C@H](NC(=O)OC(C)(C)C)c1nnc(SCc2ccccc2)o1	-4%	-8%	0	3%	9	i	-14%	11%	-8%
CSc1ccccc1C(=O)N1CCOCC1	0%	-5%	4	11%	2	i	0%	16%	-2%
COc1ccc(S(=O)(=O)N2CCC(C(=O)N3CCOCC3)CC2)cc1	0%	3%	6	4%	0	i	-5%	15%	-4%
CCCn1c(C(C)NC(C)=O)nc2ccccc21 (stereo not given)	2%	5%	5	5%	9	i	5%	3%	2%
CC1CN(C2CCN(C(=O)COc3ccccc3)CC2)CC(C)O1 (stereo not given)	-2%	-13%	34	5%	2	i	5%	7%	-2%

The last two records of the section above lead into the next:
SMILES	HT1080 viability	HPDE-C7K KRASV12	MK inhibit	LYP phosphatase	Spn PMK inh	Spn DPM-DC inh	HPDE-C7 viability	Alkaline phosphatase	Bfl-1 inhibitors	others
CCCn1c(C(C)NC(C)=O)nc2ccccc21 (stereo not given)	2%	5%	5	5%	9	i	5%	3%	2%
CC1CN(C2CCN(C(=O)COc3ccccc3)CC2)CC(C)O1 (stereo not given)	-2%	-13%	34	5%	2	i	5%	7%	-2%
COc1cccc(C2C(C#N)=C(N)OC(C(C)(C)C)=C2C#N)c1 (stereo not given)	-3%	1%	9	8%	13	i	-6%	23%	0%
Cc1c(NC(=O)CSc2ccccc2C(=O)Nc2cccnc2)c(=O)n(-c2ccccc2)n1C	-4%	7%	0	·	13	i	4%	7%	2%
CCOC(=O)C1=C(C)NC(C)=C(C(=O)OCC)C1c1cc2ccc(C)cc2[nH]c1=O	39%	50%	9	4%	11	+	44%	-2%	-4%
Cc1cccc(NC(=O)C(NS(=O)(=O)c2ccc3c(c2)CCC(=O)N3)c2ccccc2)n1 (stereo not given)	-6%	-4%	8	14%	13	i	-6%	1%	-1%
COC(=O)c1ccc(NC(=O)c2sc3nc(-c4ccccc4)cn3c2C)cc1	15%	-7%	2	9%	11	i	0%	11%	-9%
CC(=O)NC1=NC(=O)/C(=C/N2CCCCC2)S1	3%	12%	9	4%	8	i	18%	17%	-6%	Spn PMK inh pilot replicates=3.0;MK inhibit pilot replicates=2.0;Spn DPM-DC inh pilot screen %=0.5
Cc1nn(Cc2ccc(F)cc2)c(C)c1NC(=O)c1noc2c1CCCCC2	1%	2%	6	1%	13	i	-8%	13%	2%
Cc1cc(C)c(C)c(S(=O)(=O)Nc2ccccc2C(=O)NCCCn2ccnc2)c1C	·	11%	9	-3%	0	i	9%	4%	-8%
COc1ccc(C2C(C(=O)Nc3ccc(F)cc3)=C(C)Nc3nc(CCCO)nn32)cc1 (stereo not given)	·	1%	1	-4%	12	i	-2%	4%	-5%
CC1CCCN(C(=O)Cn2c(-c3nonc3N)nc3ccccc32)C1 (stereo not given)	1%	10%	0	·	12	i	-9%	10%	-7%
Cc1nc2ccccc2c(=O)n1NC(=O)c1ccc(F)cc1Cl	-12%	7%	0	-1%	12	i	0%	11%	-4%	Spn PMK inh pilot replicates=2.5;MK inhibit pilot replicates=0.0;Spn DPM-DC inh pilot screen %=0.0
CCCCSc1c(C)c2cc3c(cc2[nH]c1=O)OCO3	7%	8%	11	-1%	11	i	10%	15%	-7%
Cc1ccc(S(=O)(=O)N2CCCC(C(=O)O)C2)s1 (stereo not given)	-9%	4%	4	-1%	2	i	-2%	37%	2%
CC(O)CCc1nc2ccc(C(=O)O)cc2[nH]1 (stereo not given)	13%	-5%	5	17%	6	i	-12%	4%	-2%
O=C(CSc1nnc(CN2CCOCC2)n1-c1ccccc1)Nc1ccc(Cl)cc1	-7%	7%	12	8%	2	i	3%	4%	-2%
COc1ccccc1N1CCN(C(c2ccc(Cl)cc2)c2nnnn2C(C)(C)C)CC1 (stereo not given)	-9%	28%	10	-1%	5	i	30%	10%	7%
COc1cc(C2C3C(=O)N(Cc4ccccc4)C(=O)C3ON2c2ccccc2)cc(OC)c1OC (stereo not given)	0%	-9%	2	·	13	i	-14%	2%	-1%
CC(C)[C@H](NC(=O)Nc1cccc(C(F)(F)F)c1)C(=O)O	-2%	·	0	5%	8	i	·	16%	-10%
C=CCN(C(=O)Nc1ccc(F)cc1)C1CC(=O)N(c2ccc(OC)cc2)C1=O (stereo not given)	5%	-3%	2	-7%	4	i	-4%	6%	-7%
Cc1c(NC(=O)C(C)Sc2nc3ccccc3c(=O)n2CCO)c(=O)n(-c2ccccc2)n1C (stereo not given)	1%	-4%	9	·	16	i	-5%	-2%	2%
CN(Cc1ccccc1)Cc1c[nH]c2ccccc12	7%	16%	0	·	5	i	-7%	11%	7%	Spn PMK inh pilot replicates=5.0;MK inhibit pilot replicates=0.0;Spn DPM-DC inh pilot screen %=0.0
COc1ccc(OC)c(/C=N/c2oc(-c3ccco3)c(-c3ccco3)c2C#N)c1	17%	35%	8	·	7	i	-22%	16%	14%
Cc1ccc(N(Cc2cc3ccccc3[nH]c2=O)C(=O)c2ccco2)c(C)c1	6%	5%	6	6%	13	i	8%	10%	4%
C/C(Cl)=C\Cn1c(=O)c2c(nc3n2CCS3)n(C)c1=O	4%	28%	9	4%	6	i	17%	8%	-3%
COc1ccc(OC)c(NC(=O)Nc2cccc(Cn3cccn3)c2)c1	-1%	1%	3	13%	4	i	3%	9%	-8%
O=C(O)C1C2C=CC(O2)C1C(=O)NCCCn1ccnc1 (stereo not given)	-3%	-1%	5	9%	17	i	1%	4%	-4%
CC(=O)NCc1nc2ccccc2n1C(C)C	8%	8%	0	10%	4	i	8%	17%	-11%	Spn PMK inh pilot replicates=0.0;MK inhibit pilot replicates=0.0;Spn DPM-DC inh pilot screen %=1.0
CCN(CC)CC#CC(C)OCOCC#CCOC (stereo not given)	-3%	14%	4	18%	2	i	3%	5%	-3%
c1ccc(OCc2nnc3sc(-c4cccs4)nn23)cc1	0%	-4%	12	-1%	10	i	-2%	12%	-4%
COc1ccc(C(OC(=O)c2c(C)noc2C)C(=O)NC2CCCC2)cc1 (stereo not given)	-4%	-2%	6	6%	9	i	2%	5%	0%
Cc1cc(C)nc(NC(=O)CSc2nnnn2-c2ccccc2)n1	·	-15%	10	-1%	10	i	-7%	-2%	-6%
O=C(c1ccccc1)c1nnc(-c2ccccc2F)o1	-3%	-7%	5	6%	0	i	0%	14%	-5%
Cc1noc(C)c1S(=O)(=O)Nc1ccc(C(=O)N2CCc3ccccc3C2)cc1	-9%	-4%	6	·	14	i	-2%	4%	-2%
COc1nc2c(C)cccc2cc1-c1noc(-c2ccco2)n1	-1%	-14%	8	10%	10	i	-28%	7%	-6%
CSc1nsc(SCC(=O)N2CCc3ccccc32)n1	4%	-5%	1	-1%	12	i	-26%	14%	1%	Spn PMK inh pilot replicates=5.5;MK inhibit pilot replicates=2.5;Spn DPM-DC inh pilot screen %=1.0
Cc1cc(C)c2c(N)c(C(=O)NCc3ccco3)sc2n1	11%	·	15	6%	4	·	·	·	·
O=C(Cn1cnc2c(nnn2Cc2ccccc2F)c1=O)NCc1ccco1	8%	-2%	9	22%	13	i	3%	5%	-1%
O=C(CCCN1C(=O)c2ccccc2C1=O)NCc1cccnc1	2%	-2%	8	4%	8	i	1%	8%	2%	Spn PMK inh pilot replicates=0.0;MK inhibit pilot replicates=0.0;Spn DPM-DC inh pilot screen %=2.0
CCn1c(SCC(=O)Nc2ccc(NC(=O)c3ccco3)c(OC)c2)nc2ccccc2c1=O	31%	-13%	0	1%	9	·	-10%	7%	-4%
O=C(Nc1cccc(NC(=O)c2cccs2)c1)c1ccco1	7%	-5%	9	3%	0	i	-5%	6%	-2%
COc1cc(C2CC(=O)NC(SCC(=O)Nc3ccccc3C)=C2C#N)ccc1O (stereo not given)	2%	8%	0	15%	6	i	7%	4%	-6%
FC(F)(F)c1cc(-c2ccco2)nc(NCc2ccccc2)n1	-10%	8%	7	16%	0	i	9%	13%	9%
O=C(O)C1CC=CCC1C(=O)NCCc1ccccc1 (stereo not given)	·	3%	6	·	0	i	-16%	7%	4%
